# MazF activator = activators of E. coli MazEF toxin-antitoxin RNase | FAM/BHQ RNA-DNA oligo cleavage fluorescence, 5 h | 350,000 tested, 0.32% active | AID 504720 | activation, % at 20 µM; in the data active = activation above about 50%
# Target sequence (P0AE70 whole entry, looked up): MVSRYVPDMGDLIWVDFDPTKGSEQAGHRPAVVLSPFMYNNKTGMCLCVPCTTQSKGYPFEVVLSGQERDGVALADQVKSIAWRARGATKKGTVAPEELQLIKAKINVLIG
# Anthrax LF prot = blocks Bacillus anthracis lethal factor protease; P15917; multiplex microsphere protease cleavage assay, LF; inhibition, % at 10 µM; 360,000 tested, 0.12% active; AID 588501; also: plate controls were buffer without enzyme for full effect and enzyme alone for no effect
# Target sequence (P15917 whole entry, looked up): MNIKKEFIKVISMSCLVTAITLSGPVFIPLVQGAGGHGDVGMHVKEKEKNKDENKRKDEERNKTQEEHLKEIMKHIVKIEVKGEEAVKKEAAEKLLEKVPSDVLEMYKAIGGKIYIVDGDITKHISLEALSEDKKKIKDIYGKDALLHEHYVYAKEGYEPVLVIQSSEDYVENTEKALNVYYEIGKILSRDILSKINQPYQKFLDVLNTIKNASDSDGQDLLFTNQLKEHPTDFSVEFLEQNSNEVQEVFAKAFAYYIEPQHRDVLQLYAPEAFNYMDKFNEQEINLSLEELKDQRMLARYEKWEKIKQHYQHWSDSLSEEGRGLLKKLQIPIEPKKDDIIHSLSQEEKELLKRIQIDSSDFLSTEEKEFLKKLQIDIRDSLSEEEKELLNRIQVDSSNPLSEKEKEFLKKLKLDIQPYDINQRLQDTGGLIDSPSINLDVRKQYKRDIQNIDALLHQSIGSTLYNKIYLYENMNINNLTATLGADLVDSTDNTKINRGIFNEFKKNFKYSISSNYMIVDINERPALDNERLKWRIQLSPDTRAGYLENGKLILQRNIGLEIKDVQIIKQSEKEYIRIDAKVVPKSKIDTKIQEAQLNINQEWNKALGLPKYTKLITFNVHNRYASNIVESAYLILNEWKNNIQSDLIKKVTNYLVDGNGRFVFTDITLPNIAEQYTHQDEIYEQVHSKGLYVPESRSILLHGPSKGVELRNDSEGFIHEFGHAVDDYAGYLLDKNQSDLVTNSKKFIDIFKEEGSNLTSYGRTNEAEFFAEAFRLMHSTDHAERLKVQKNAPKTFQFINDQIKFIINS
# CCHFV vOTU inh = blocks the CCHF virus ovarian tumor domain protease | CCHFV vOTU protease, Pep-AMC fluorescence | inhibition, % at 11.5 µM | 370,000 tested, 0.55% active | AID 651958; in the data active = inhibition above about 30%; also: 0% = vehicle wells with enzyme and 100% = no enzyme wells
# BoNT-A LC inh2 = inhibitors of Botulinum neurotoxin A light chain protease; multiplex microsphere protease substrate cleavage, flow cytometry; 360,000 tested, 0.17% active; inhibition, % at 10 µM; also: plate controls were buffer without enzyme for full effect and enzyme alone for no effect
# PrPC surface inh = reduces human prion protein on the cell surface; P04156; cell surface PrPC, TR-FRET read-out; inhibition, % at 13.8 µM; 370,000 tested, 0.43% active; in the data active = inhibition above about 24%; also: 0% = median of the test wells and 100% = reference compound wells
# BoNT F protease = BoNT F light chain protease inhibition | inhibition, % at 10 µM | Multiplex microsphere protease cleavage assay, flow cytometry | AID 588497 | 360,000 tested, 0.22% active; in the data active = inhibition above about 35%, passing the limit was not always enough; inconclusive = no clear call, values can overlap the other calls; also: plate controls were buffer without enzyme for full effect and enzyme alone for no effect
# SARS 3CLpro inh = SARS-CoV 3CLpro protease inhibition | inhibition, % at 6 µM | P0C6X7 | 290,000 tested, 0.14% active | recombinant SARS-CoV 3CLpro, quenched FRET peptide cleavage | AID 1706; in the data active = inhibition above about 12%
# Rv3671c inh = inhibits the M. tuberculosis serine protease Rv3671c. AID 2606. inhibition, % at 5.96 µM. P9WHR9. 320,000 tested, 0.048% active; in the data active = inhibition above about 38%;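 also: extracellular domain of Rv3671c used as enzyme; 0% = enzyme with DMSO and 100% = no enzyme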
# PriA SSB inh = inhibitors of Klebsiella pneumoniae PriA binding to SSB C-terminal tail | AlphaScreen SSBct-PriA binding, biotinylated peptide | inhibition, % at 33 µM | 430,000 tested, 0.6% active | AID 1272365; in the data active = inhibition mostly above about 37%, no sharp cut-off; inactive = mostly below about 20%;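 also: plate controls were negative control peptide for no effect and reference peptide for full effect; strong numbers were not always called active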
# VHR inh abs = DUSP3 (human) phosphatase inhibition; P51452; recombinant VHR phosphatase, pNPP absorbance; inhibition, % at 13.3 µM; 290,000 tested, 0.52% active; in the data active = inhibition above about 50%; also: some compounds called inactive have numbers as strong as hits
# * hit, by the source's call; i = inactive; ? = inconclusive; nt = not tested or not shown; & = joins results of further samples. Rule as the data show it, unless noted: active = inhibition above about 30%; inconclusive = no clear call, values can overlap the other calls; inactive = below that.
SMILES,MazF activator,Anthrax LF prot,CCHFV vOTU inh,BoNT-A LC inh2,PrPC surface inh,BoNT F protease,SARS 3CLpro inh,Rv3671c inh,PriA SSB inh,VHR inh abs
COc1cc(CNS(=O)(=O)c2ccc3c(c2)CC(C)N3C(=O)C2CCC2)cc(OC)c1OC (configuration not stated),8,1,13,0.5,12,-2,-1,-8,-6,29
COc1ccc2c(c1)[C@H]1[C@H](CO2)[C@H](c2ccccc2)[C@]2(C)C(=O)Nc3ccc(Br)cc3C(=O)N12,-2,-7,5,0.3,4,0,nt,-46,9,nt
O=C(COn1nnc2ccccc21)NCC1CCCCC1,0,2,0,-0.7,0,-16,4,3,-19,44
COc1cc2c(cc1OC)C(c1ccccc1[N+](=O)[O-])=NCC2,nt,-9,-8,-1.4,2,-2,nt,nt,nt,nt
C/C(=N\NC(=O)c1cccc(S(=O)(=O)N2CCCC2)c1)c1cccs1,7,4,7,0.7,-2,0,3,-5,nt,30
O=C(N1CCN(c2ccccc2F)CC1)C1(c2cccs2)CCOCC1,-3,0,-11,-1.0,6,-11,-4,-1,0&-4,16
Cc1nc(-c2ccccc2)nc2[nH]c(-c3ccccc3)cc(=O)c12,11,9,-23,0.2,-10,26,-1,-23,-5,-21
O=C(c1ccc(Cl)cc1)c1c[nH]c(C(=O)NNc2cccc(Cl)n2)c1,8,-2,-7,0.8,1,-5,0,-12,9,-3
Cc1cc(C)nc(NS(=O)(=O)c2ccc(N3C(=O)c4ccccc4C3=O)cc2)n1,-2,-3,-1,-0.2,-1,-10,-3,5,-5,-5
O=C(OCC1OC(n2ncc(=O)[nH]c2=O)C(OC(=O)c2ccccc2)C1OC(=O)c1ccccc1)c1ccccc1 (configuration not stated),-10,6,29,-0.1,-2,-2,4,-36,-1,-12
CC(C)CCNc1nc2ccccc2nc1NS(=O)(=O)c1cccs1,7,5,2,0.5,1,-4,4,-2,-6,29
O=C(CN1C(=O)C2C3C=CC(C3)C2C1=O)Nc1ccc2nccnc2c1 (configuration not stated),0,-1,-21,-0.3,-14,-16,-7,-2,-9,17
CCOC(=O)c1ccc(-c2ccc(/C=N/NC(=O)c3cncc(Br)c3)o2)cc1,-48,17,-4,0.7,19,?,-3,-10,i,13
NC(=O)c1cccc([N+](=O)[O-])c1,6,-10,6,-0.1,-11,-9,nt,2,8,nt
CCC(CC)c1nnc(NC(=O)C2CSC3(C)CCC(=O)N23)s1 (configuration not stated),-1,7,-6,6.7,-11,6,nt,-1,2,nt
CSc1ccc(C(=O)NCC(=O)O)cc1[N+](=O)[O-],11,0,8,-1.0,-28,-4,0,4,-4,9
Cn1nc(C(F)(F)F)c(/C=N/OC(=O)c2ccccc2Cl)c1SCc1ccccc1Cl,-3,0,9,1.7,70*,1,-4,2,nt,-7
C/C(=C\c1ccccc1)C(=O)NC1CCSC1=O (configuration not stated),-12,0,-8,0.1,3,5,4,-25,5,29
CC(C)CN(C(=O)CCNC(=O)c1ccc([N+](=O)[O-])cc1)C1CCS(=O)(=O)C1 (configuration not stated),10,-2,22,-0.6,-30,-6,nt,-2,-4,nt
CNC(=O)COC(=O)c1ccc(OCC(=O)Nc2ccccc2OC)c(OC)c1,-1,-10,-3,-0.5,0,0,-2,-20,-20,20
O=C(c1ccccc1F)N1CCN(c2ccc([N+](=O)[O-])c(NCc3cccnc3)c2)CC1,12,nt,1,nt,-25,nt,-1,-17,-5,-26
COc1ccc(-c2cc3ccc(OCc4nn[nH]n4)cc3oc2=O)cc1,1,-2,-320,-1.1,-24,-4,1,-11,-22,-9
CN(CCOC(=O)c1cccc(F)c1)Cc1ccccc1,-1,-3,1,-1.8,3,-7,-5,-1,-14,-2
O[C@@H]1CN(Cc2cccs2)[C@@H](c2ccc(Cl)cc2)C[C@H]1n1cc(-c2ccc(F)cc2)nn1,-5,-7,4,-0.3,-3,1,nt,nt,nt,nt
CCOC(=O)C(=Cc1ccc(OCc2ccc([N+](=O)[O-])cc2)c(OC)c1)C(=O)OCC,0,-9,11,-0.1,-12,-2,-2,-2,-7,-7
COc1cccc(CNC(=O)CCS(=O)(=O)c2cccc3nsnc23)c1,3,4,-2,1.3,-41,0,2,7,2,34
OCC1(CCOc2ccccc2)CCN(Cc2ccccc2OC(F)F)CC1,-7,1,-7,0.6,-1,-4,-2,-5,3,25
O=C(Oc1ccc(C(=S)N2CCCCC2)cc1)c1ccccc1,-8,-5,9,-1.2,-4,6,1,-9,-1,11
O=[N+]([O-])c1ccc(Sc2n[nH]c(-c3ccccc3)n2)nc1,-3,-4,14,-0.2,-23,-13,5,-2,-15,21
O=C(NCCN1CCCC1)C1CC(=O)N(C2CCCCC2)C1 (configuration not stated),-18,-3,-4,0.1,-1,-1,-2,-1,-18,20
COc1nn(CC(=O)N2N=C(C)CC2(O)C(F)(F)F)cc1[N+](=O)[O-] (configuration not stated),6,-3,-2,-2.5,-6,-4,-1,-5,-13,4
C=C1c2ccccc2S(=O)(=O)N(Cc2ccccc2)C1COCc1ccccc1 (configuration not stated),-9,4,0,0.3,-3,0,nt,-6,-11,30
COc1cc2c(cc1NC(=O)C(C)Sc1cccc[n+]1[O-])oc1ccccc12 (configuration not stated),-1,0,8,1.1,0,-3,6,-5,-5,8
CCc1cc2c(-c3ccccc3)cc(=O)oc2cc1OC(C)C(C)=O (configuration not stated),-24,13,-1,2.5,4,-14,-1,1,-21,0
CCOC(=O)C1CCN(C(=O)c2cc3cc4cc(OC)ccc4nc3o2)CC1,-4,-2,-11,-0.3,-8,4,5,-6,-6,0
CCOC(=O)Cn1c(=O)oc2cc(S(=O)(=O)NCCC(C)C)ccc21,3,-2,14,-1.0,-1,8,0,-4,0,2
O=C(c1ccc(-n2cncn2)c([N+](=O)[O-])c1)N1CCN(S(=O)(=O)c2c(F)cccc2F)CC1,1,2,6,-1.3,-11,-4,nt,3,2,nt
O=C(Nc1ccc2c(c1)OCCO2)C1CCCN1C(=O)Nc1ccccc1 (configuration not stated),2,-2,7,-2.1,2,-9,-4,5,6,-3
CC(C)N(Cc1cc2ccccc2[nH]c1=O)C(=O)c1cccc([N+](=O)[O-])c1,13,2,-5,0.1,-6,-4,3,1,-16,12
Cc1sc2nc(CN(C(=O)NC3CCCCC3)C3CCCC3)[nH]c(=O)c2c1C,8,1,-1,-0.8,13,-9,3,-4,10,4
CCOC(=O)N1CCN(C(=O)c2ccc(Cl)c(S(=O)(=O)Nc3ccccc3)c2)CC1,10,2,13,-0.3,11,10,-5,-3,1,40
O=C(N/N=C/C(Cl)=C/c1ccccc1)c1ccc2c(c1)OCO2,20,3,18,0.0,3,4,nt,-18,nt,nt
CCCc1nnc(SCC(=O)N2CCCC(C)C2)n1CCCOC (configuration not stated),8,1,10,-0.3,-8,2,4,2,-3,27
Clc1cccc(Cc2c(-c3cccc(Br)c3)nc3c4ccccc4ccn23)c1,nt,4,1,0.8,-1,4,nt,nt,nt,nt
Cc1cc2c(cc(C(=O)OCC(=O)NC3CCCCC3)n2C)o1,-9,-4,4,0.0,-5,2,nt,nt,1,nt
CC(=O)CCCC(NS(=O)(=O)CCC(Cl)(Cl)Cl)c1ccccc1 (configuration not stated),-1,-1,10,0.1,-3,-4,0,0,-21,24
CCC12CN3CCN(CC(C3)/C1=N\NC(=O)c1ccc(C(C)(C)C)cc1)C2,2,2,8,-0.8,10,-6,1,6,nt,-10
COc1ccc(C#Cc2ccc(C3=CC(=O)CC(C)(C)C3=O)cc2)cc1,1,30*,4,29,2,13,nt,nt,nt,nt
CC(C)Cn1c2c(c(=O)[nH]c1=O)C(C(F)(F)F)(C(F)(F)F)N=C(CCC1CCCCC1)N2,0,-2,-13,-1.0,-1,-6,1,-3,-7,-4
Cc1nn(-c2ccc(Cl)c(Cl)c2Cl)c(=O)c2ccccc12,7,-2,19,-0.3,4,-11,-2,-3,-20,20
COc1ccc(CC(=O)Nc2cc(C)ccn2)cc1,1,-4,-13,-1.0,-8,-4,-10,-7,6,-32
CC(=O)N1N=C2c3ccccc3CCC2C1c1ccc(F)cc1 (configuration not stated),5,0,-16,-0.3,9,-4,-1,2,-4,27
NC(=O)C1CCCN(C(=O)c2ccc(-c3cccc(Cl)c3Cl)o2)C1 (configuration not stated),-1,-2,3,0.0,-10,-20,nt,nt,-4,nt
Cc1ccc(NC(=O)Cn2cc(S(=O)(=O)c3ccc(C)cc3)c(=O)c3cc(F)ccc32)cc1,-33,-16,1,-0.6,3,-4,1,-16,4,-4
Cc1ccc(CSCCNC(=O)CN(c2ccccc2)S(C)(=O)=O)cc1,-2,1,-10,-0.9,-1,-5,3,-11,-1,32
Nc1ccc(C(=O)N/N=C/c2c[nH]c3ccccc23)cc1,6,1,3,-0.7,5,10,-3,-5,nt,10
CC1(C)CC(=O)C2=C(C1)Oc1ncn3nc(-c4cccnc4)nc3c1C2c1ccccc1 (configuration not stated),0,4,2,-0.7,0,-3,nt,nt,9,38
Cc1ccccc1/C=N/NC(=O)Cc1ccc(Cl)cc1,2,1,-6,-0.7,3,-3,-2,0,nt,11
CCS(=O)(=O)N1CCC(C(=O)NCCc2ccccc2)CC1,-3,1,-9,-0.5,-7,-7,-2,1,-13,34
CCC(=O)N1CCCC(C(=O)Nc2nc3ccccc3[nH]2)CC1 (configuration not stated),nt,-1,-6,-0.4,2,-1,nt,nt,nt,nt

# Entries of single compounds, looked up by structure.
# Results for COc1cccc(CNC(=O)CCS(=O)(=O)c2cccc3nsnc23)c1 = MazF activator = 3; Anthrax LF prot = 4; CCHFV vOTU inh = -2; BoNT-A LC inh2 = 1.3; PrPC surface inh = -41; BoNT F protease = 0; SARS 3CLpro inh = 2; Rv3671c inh = 7; PriA SSB inh = 2; VHR inh abs = 34
# Results for Cn1nc(C(F)(F)F)c(/C=N/OC(=O)c2ccccc2Cl)c1SCc1ccccc1Cl = MazF activator = -3; Anthrax LF prot = 0; CCHFV vOTU inh = 9; BoNT-A LC inh2 = 1.7; PrPC surface inh = 70*; BoNT F protease = 1; SARS 3CLpro inh = -4; Rv3671c inh = 2; PriA SSB inh = nt; VHR inh abs = -7

# (list continues)
SMILES,MazF activator,Anthrax LF prot,CCHFV vOTU inh,BoNT-A LC inh2,PrPC surface inh,BoNT F protease,SARS 3CLpro inh,Rv3671c inh,PriA SSB inh,VHR inh abs
COc1nc2ccccc2nc1N1CCN(Cc2ccc3c(c2)OCO3)CC1,-4,-12,-1,2.6,-6,2,1,nt,-10,2
CCOc1cc(S(=O)(=O)N2CCC(c3nc4ccccc4s3)CC2)c(OCC)cc1S(=O)(=O)N1CCCCC1,-15,-1,-9,0.4,0,-1,-4,-3,-10,22
CCC(=O)N1N=C(c2ccc(NS(C)(=O)=O)cc2)CC1c1ccc(C)cc1 (configuration not stated),5,-8,-187,?,-4,15,2,3,4,-46
C[C@@H]1CN([C@@H](C)CO)S(=O)(=O)c2ccc(Br)cc2O[C@@H]1CN(C)S(=O)(=O)c1cn(C)cn1,5,-5,16,-0.2,-6,-6,nt,nt,nt,nt
CCCCN(C(=O)c1ccc(N(C)S(=O)(=O)c2ccc(C)cc2)cc1)c1c(N)n(CC(C)C)c(=O)[nH]c1=O,3,-3,0,-1.8,0,-4,nt,nt,-8,nt
CCC1(CC)C(=O)C2=C3C1[C@H](C(=O)OC)C=C(C(=O)OC)C[C@H]3n1c(=O)n(C)c(=O)n1[C@H]2C (some centres not stated),5,9,-2,0.7,3,8,nt,0,-4,nt
COC(=O)c1ccc(CNC(=O)c2ccc(OCC(=O)N3CCOCC3)c(OC)c2)cc1,1,4,1,-2.3,-6,-5,nt,0,-2,nt
CC(=O)c1cccc(OC(=O)c2ccccc2)c1,7,-6,-7,-0.2,2,-3,nt,nt,-2,nt
N#Cc1c(-c2ccccc2)cc(-c2ccc3c(c2)OCO3)[nH]c1=O,0,0,-7,3.7,4,0,nt,-17,0,nt
O=C(CCCc1nc2ccccc2s1)N1CCN(S(=O)(=O)c2cccs2)CC1,1,-2,2,-0.1,0,2,0,-1,7,19

# A portion of the library; count on the stated rates, not on these rows.
